Source: PubChem BioAssay
ERp5 inh: inhibitors of ERp5-driven insulin aggregation, primary screen, biochemical, turbidity, absorbance 650 nm, single point; 90 min; inhibition, % at 9.99 µM; AID 651711, 2012; hit rate 0.05% among 350,000; Protein disulfide-isomerase A6 (Homo sapiens), Q15084;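 active = mean replicate inhibition above about 25%, with every replicate also reaching it, limit read from the data, passing the limit was not always enough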
Target sequence (Q15084 whole entry, looked up): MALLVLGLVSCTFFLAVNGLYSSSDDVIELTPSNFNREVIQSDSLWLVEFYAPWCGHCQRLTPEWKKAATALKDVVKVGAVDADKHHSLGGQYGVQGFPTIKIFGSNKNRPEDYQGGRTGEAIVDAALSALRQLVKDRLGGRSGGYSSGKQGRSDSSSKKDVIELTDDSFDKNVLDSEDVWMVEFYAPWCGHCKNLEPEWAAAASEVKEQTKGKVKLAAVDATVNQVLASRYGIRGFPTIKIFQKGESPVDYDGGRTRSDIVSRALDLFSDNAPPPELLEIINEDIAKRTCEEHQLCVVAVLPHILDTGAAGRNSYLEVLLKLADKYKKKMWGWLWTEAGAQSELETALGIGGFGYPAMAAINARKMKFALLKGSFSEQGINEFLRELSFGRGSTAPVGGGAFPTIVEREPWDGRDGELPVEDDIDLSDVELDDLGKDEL
E-sel inducer: E-selectin induction in HUVECs, primary screen, imaging, HUVEC, immunofluorescence imaging, single point; hit rate 0.37% among 260,000; P16581; activation, % at 7.58 µM; normalized: neutral wells 0, TNF-alpha wells 100; AID 686992, 2013;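 active = mean E-selectin-positive cell signal at least 10% of the positive control, reached in at least 60% of replicates, without over 20% cell loss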;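 note: in these data hits start at about 27%; measured in HUVEC primary endothelial cells; signal is the percent of cells scored E-selectin positive by PE staining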
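Test system – human umbilical vein endothelial cells (HUVEC), E-selectin induction · Input – 3,000 HUVEC seeded per well · Buffer or medium – EGM-2, gelatin · Compound dosing – single-point compound dose · Detection – immunofluorescence imaging · Measure – percent E-selectin-positive cells · Controls – TNF-alpha high, DMSO low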
XiGFP reactiv: activators of inactive X chromosome reactivation, primary screen, imaging, XiGFP fibroblasts, GFP high-content imaging, set 2. XiGFP mouse fibroblasts, % GFP-positive cells imaging, 3 d; cells co-treated with 5-aza-dC sensitizer; scaled so ellipticine positive control = 100%. activation, % at 7.58 µM. hit rate 0.055% among 360,000;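 active = mean normalized replicate activation at least 10% and every replicate at or above 10%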;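 note: 0% = median of on-plate neutral control wells and 100% = ellipticine 6 µM median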
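Material: XiGFP fibroblasts, SV40-immortalized. Buffer or medium: DMEM plus 5-aza-dC sensitizer. Compound: single concentration per compound, delivered by pin transfer. Times: 3 days compound exposure. Controls: ellipticine 6 µM.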
esBAF inh: Bmi1 luciferase reporter increase in mESCs, primary screen, esBAF inhibitor project, mouse ES cells, Bmi1 luciferase knock-in, single point. hit rate 2% among 350,000. 24 h; 100% = twice the neutral-well signal. reporter increase, % at 12.5 µM. AID 602393, 2012; in the data active = activation above about 40%;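 note: 0% = median of the plate's neutral control wells and 100% = double that signal; a rise in the Bmi1 reporter signal indicates esBAF inhibition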
RAD52 inh: RAD52 DNA annealing inhibitors, primary screen, biochemical, FRET, single point, set 2; inhibition, % at 18.7 µM; DNA repair protein RAD52 homolog (Homo sapiens), P43351; recombinant RAD52 DNA annealing, FRET fluorescence; AID 651710, 2012; hit rate 0.46% among 360,000;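 active = every replicate showing at least 50% inhibition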
Target sequence (P43351 whole entry, looked up): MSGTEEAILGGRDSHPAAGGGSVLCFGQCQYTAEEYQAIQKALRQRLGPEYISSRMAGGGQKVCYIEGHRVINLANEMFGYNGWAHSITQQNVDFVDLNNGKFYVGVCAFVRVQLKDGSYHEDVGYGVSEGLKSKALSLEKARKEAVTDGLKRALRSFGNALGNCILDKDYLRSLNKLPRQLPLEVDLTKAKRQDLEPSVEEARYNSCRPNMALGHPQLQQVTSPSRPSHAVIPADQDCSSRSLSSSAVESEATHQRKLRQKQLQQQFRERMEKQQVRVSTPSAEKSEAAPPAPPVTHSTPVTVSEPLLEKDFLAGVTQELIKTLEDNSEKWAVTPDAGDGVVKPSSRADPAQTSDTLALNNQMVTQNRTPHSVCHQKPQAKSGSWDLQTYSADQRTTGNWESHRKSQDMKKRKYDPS
S100A4 MyoIIA: inhibitors of S100A4-myosin IIA peptide binding, primary screen, biochemical, fluorescence polarization, TAMRA-MyoIIA peptide. Protein S100-A4 (Homo sapiens), P26447. inhibition, % at 10.7 µM. hit rate 0.14% among 360,000;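 active = mean inhibition of at least 70% across replicates, with every replicate also reaching that level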
Target sequence (P26447 whole entry, looked up): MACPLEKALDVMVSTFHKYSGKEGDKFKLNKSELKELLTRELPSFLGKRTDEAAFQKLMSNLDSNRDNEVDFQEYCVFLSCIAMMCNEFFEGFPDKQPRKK
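Material: S100A4 monomer (human). Medium: Calcium-containing HEPES buffer, pH 7.2. Probe or stimulus: labelled myosin peptide probe, 5 nM. Compound dosing: one concentration per compound. Timing: polarization read 5 min after assay mix addition, stable 5–60 min. Benchmarks: DMSO as neutral control, TFP as positive control.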
RAD54 branch: inhibitors of human RAD54 branch migration, primary screen, biochemical, fluorescence, single point. DNA repair and recombination protein RAD54-like (Homo sapiens), Q92698. RAD54 Holliday junction branch migration, FAM/BHQ fluorescence. inhibition, % at 10.4 µM. hit rate 0.14% among 360,000. AID 602329, 2012;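 active = mean normalized replicate activity at least 40 and at least half of replicates scoring 40 or more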;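 note: 0% = median of neutral control wells and 100% = median of positive control wells; inhibitors cause a drop in the FAM fluorescence signal; in these data hits start at about 50%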
ERAP1 HTS inh: human ERAP1 aminopeptidase inhibitors, primary screen, biochemical, single point, plate reader | recombinant ERAP1, Leu-AMC fluorescence, 60 min | inhibition, % at 10.7 µM | hit rate 0.15% among 340,000 | Endoplasmic reticulum aminopeptidase 1 (Homo sapiens), Q9NZ08;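 active = mean replicate inhibition of at least 30%, or all replicates individually reaching that 30% level; inactive = mean below 30% and not every replicate reaching it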;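 note: 0% = neutral control wells and 100% = L-leucinethiol positive control wells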
Numbers without * were called inactive; . = not tested or not shown.

molecule,RAD52 inh,esBAF inh,RAD54 branch,XiGFP reactiv,E-sel inducer,ERAP1 HTS inh,ERp5 inh,S100A4 MyoIIA
C[C@H]1CN([C@@H](C)CO)C(=O)c2cc(NC(=O)Nc3ccccc3)ccc2O[C@@H]1CN(C)Cc1ccc(Cl)c(Cl)c1,11,6,-17,0.1,-0.2,1,16,4
C[C@@H]1CN([C@H](C)CO)C(=O)c2cccc(NC(=O)c3ccc(-c4nccs4)cc3)c2O[C@@H]1CN(C)C(=O)NC1CCCCC1,-3,6,0,-0.7,-3.9,1,0,-20
Nc1ccccc1-c1cn(CC(=O)Nc2ccon2)nn1,2,.,.,.,.,2,1,-1
COC(=O)c1nn(-c2ccccc2)c(=O)cc1Sc1ccc(Cl)cc1,1,3,-1,0.0,.,-1,-9,0
Cc1ccccc1CCNC(=O)C1CCC(=O)N(CCc2cccc(F)c2)C1 (configuration not stated),-2,24,-12,0.1,.,-1,1,1
O=C(O)c1cc(-c2ccc3ccccc3c2)nc2ccc(F)cc12,-11,2,6,0.0,.,0,3,-10
Cc1ccc(S[C@]2(C(=O)NCCCN(C)C)CC(=O)N(C3CCCCC3)[C@@H]2c2ccc(CO)cc2I)cc1,24,.,-6,.,.,-1,0,-3
NC(=O)CCCn1c(C(=O)c2ccc(Cl)cc2)c2ccc(C(F)(F)F)cc2[n+]1[O-],-4,-12,-9,0.5,0.1,3,2,-5
Cc1cc(C)cc(OCC(O)Cn2nc(C)cc2C)c1 (configuration not stated),1,-5,-6,-0.1,.,-1,-1,2
COc1ccc(CCNC(=O)c2ccc3c(SCC(=O)O)c4c(nc3c2)CCCC4)cc1OC,-14,.,.,0.1,-1.8,.,4,-4
CC[C@]12c3[nH]c4cc(CCC(=O)N(C)C)ccc4c3CCN1C(=O)[C@@H](CC(=O)NCCCn1ccnc1)C[C@@H]2C(=O)N1CCN(C(=O)c2ccco2)CC1,-6,-6,5,0.0,0.8,-5,5,3
COc1ccc(CCNC(=O)c2cc(-c3cccs3)on2)cc1OC,-2,0,6,.,.,2,-2,0
Cc1cccc(NC(=O)NCCN2C(=O)C3C4C=CC(C4)C3C2=O)c1 (configuration not stated),0,11,-8,0.1,0.6,-2,0,10
Cc1cn([C@H]2C[C@H](O)[C@@H](CNC(=O)[C@H](N)C3CC3)O2)c(=O)[nH]c1=O,-18,-4,-4,0.0,-0.1,0,6,2
O=C(CCn1c(=O)sc2ccccc21)NC1CCCCC1,-8,3,-2,0.1,.,2,-10,-2
CCOC(=O)c1ccc(NS(=O)(=O)c2c(C)[nH]c(C)c2C(=O)N2CCCCC2)cc1,-12,2,-1,0.2,.,2,7,-5
CCN(CC)CCCN1C(=O)C(O)=C(C(=O)c2cc3ccccc3o2)C1c1ccccn1 (configuration not stated),-10,-7,-4,.,.,5,9,-13
Cc1cccc(/C=C/C(=O)c2ccc([N+](=O)[O-])o2)c1,-11,-13,-7,5.2,0.2,3,0,9
O=C(CSc1nc2ccccc2c(=O)n1-c1ccc(F)cc1)NC1CC1,-11,-6,-7,-0.1,.,2,5,-3
Cc1ccccc1-c1nc2cc(N)ccc2o1,-15,-6,7,.,.,2,6,-4
O=C(O)c1ccccc1/C=N/NC(=O)C1CCCCC1,0,6,-9,0.1,1.6,.,5,-5
O=C(NC1CC2CCC1C2)c1ccco1 (configuration not stated),-6,-2,-6,0.3,.,-6,3,-8
CC(C)c1cc(CN2C(C)COCC2C)cc(C(C)C)c1O (configuration not stated),-16,1,3,0.3,0.0,-7,7,-9
CCCOc1ccccc1NC(=O)Nc1ccccc1Cl,-9,.,.,0.1,-8.3,6,1,1
COc1ccccc1CNC(=O)c1oc2ccccc2c1C,-23,1,-8,0.1,-0.2,-3,-3,0
CCCCN(C(=O)c1c(CC)noc1C)c1c(N)n(CCC)c(=O)[nH]c1=O,-3,.,.,0.1,-0.2,1,-1,1
C/C=C/c1ccc2c(c1)O[C@H](CN(C)C(=O)C1CCOCC1)[C@@H](C)CN([C@H](C)CO)S2(=O)=O,8,5,-3,-1.1,0.1,-1,0,3
CN(C(=O)c1c(Cl)nc2sccn12)C1CCCCC1,0,-6,-4,.,.,8,1,-4
Cc1ccc(N2CCN(Cc3ccccc3)CC2=O)c(C)c1,-12,8,5,-0.1,0.0,-1,-3,-6
CN(CCOc1ccccc1)C(=O)c1cc([N+](=O)[O-])cc([N+](=O)[O-])c1,1,.,.,-0.6,1.3,4,1,-5
C[C@@H](NC(=O)C[C@H]1C=C[C@@H](NS(=O)(=O)c2cccc(F)c2)[C@H](CO)O1)c1ccccc1,3,1,-4,0.0,0.0,-1,-2,21
O=C(Nc1ccccc1F)N[C@H]1CC[C@@H](CCNS(=O)(=O)c2ccccc2)O[C@@H]1CO,-7,0,4,0.2,-0.3,3,5,7

Limited to E-sel inducer, RAD54 branch and RAD52 inh (five entries from above):
molecule,E-sel inducer,RAD54 branch,RAD52 inh
CN(C(=O)c1c(Cl)nc2sccn12)C1CCCCC1,.,-4,0
Cc1ccc(N2CCN(Cc3ccccc3)CC2=O)c(C)c1,0.0,5,-12
CN(CCOc1ccccc1)C(=O)c1cc([N+](=O)[O-])cc([N+](=O)[O-])c1,1.3,.,1
C[C@@H](NC(=O)C[C@H]1C=C[C@@H](NS(=O)(=O)c2cccc(F)c2)[C@H](CO)O1)c1ccccc1,0.0,-4,3
O=C(Nc1ccccc1F)N[C@H]1CC[C@@H](CCNS(=O)(=O)c2ccccc2)O[C@@H]1CO,-0.3,4,-7

(cont.)
molecule,RAD52 inh,esBAF inh,RAD54 branch,XiGFP reactiv,E-sel inducer,ERAP1 HTS inh,ERp5 inh,S100A4 MyoIIA
CC(CC(=O)Nc1ccc2c(c1)c(=O)n(C)n2-c1cccs1)c1ccccc1 (configuration not stated),-18,-12,4,0.1,0.2,-6,0,7
COC(=O)c1ccsc1NC(=O)c1ccc(Cl)s1,-25,-1,1,-0.1,.,.,4,3
COc1ccc(S(=O)(=O)Nc2ccc3c(c2)CC(=O)N([C@@H](C)CO)C[C@H](C)[C@@H](CN(C)C(=O)NC2CCCCC2)O3)cc1,-3,-2,1,0.3,79*,-1,-8,-14
C[C@@H]1CN([C@@H](C)CO)C(=O)c2cc(C#CC3CCCC3)cnc2O[C@H]1CN(C)C(=O)Cc1ccccn1,-2,2,-3,-0.1,-0.2,0,-2,11
Cc1cc(OCC(=O)OCC(=O)NC2CCCCC2C)ccc1Cl (configuration not stated),-14,7,-4,-0.1,.,3,-5,-2
COc1ccc(N2CCN(C(=O)COC(=O)/C=C/c3ccc(C(F)(F)F)cc3)CC2)cc1,-8,1,0,0.0,-0.2,-2,-4,-3
C[C@@H]1CN([C@@H](C)CO)S(=O)(=O)c2ccc(C#CCN(C)C)cc2O[C@H]1CN(C)Cc1ccncc1,-18,-1,0,-0.6,-0.2,1,7,1
COc1ccccc1OCCC(=O)Nc1nc(C)cs1,-19,.,5,0.1,-1.1,.,0,2
COc1ccccc1-c1cnc2c(c1)C(=O)N([C@H](C)CO)C[C@H](C)[C@H](CN(C)C(=O)c1ccccc1)O2,4,0,-11,-0.3,0.0,4,1,-1
COc1ccc(S(=O)(=O)N2CCC(C(=O)NCc3cccnc3)CC2)cc1OC,-8,5,-1,0.0,.,-4,1,3
COc1cccc(-c2ccc([C@H]3[C@H]4CN(CC5CC5)CCCCN4[C@H]3CO)cc2)c1,-21,-3,5,0.0,0.1,5,0,0
c1ccc(NC2=NCCN2CCC2CCCC2)cc1,-20,7,-11,0.1,0.0,0,-1,1
Cc1ccc(OCC(=O)NCCc2c[nH]c3ccccc23)cc1,-15,-2,2,0.1,4.0,-2,0,2
COC(=O)c1ccc2nc(C)cc(Nc3ccccc3C)c2c1,9,7,7,0.2,0.2,-7,1,3
Cc1ccccc1OCC(=O)NNC(=O)c1ccc(-n2cncn2)c([N+](=O)[O-])c1,-6,.,.,1.0,0.8,-2,-4,-5
COc1ccc(Cl)cc1NC(=O)CN(C)C(=O)c1ccc2c(c1)CC(c1ccccc1)OC2=O (configuration not stated),-7,0,-5,-0.1,.,-2,-6,-4
CCCC1(C(=O)O)NC(c2ccc(OC)cc2O)C2C(=O)N(c3ccc(OC)cc3)C(=O)C21 (configuration not stated),-2,2,-8,0.1,.,.,-2,6
CCCOC1CCCN(C(=O)c2ccc(OC)c(OC3CCN(C(C)C)CC3)c2)C1 (configuration not stated),-5,24,-19,0.0,-0.2,-2,5,6
COc1ccc(S(=O)(=O)Nc2ccc3c(c2)C(=O)N([C@@H](C)CO)C[C@H](C)[C@@H](CN(C)Cc2ccc(C(F)(F)F)cc2)O3)cc1,-27,-4,4,-1.1,0.0,0,6,-2
CN(Cc1ccccc1)C(=O)c1[nH]cnc1C(=O)NCC(=O)OC(C)(C)C,-15,4,21,0.0,.,1,0,-3
C[C@@H]1CN([C@H](C)CO)C(=O)c2cc(C#Cc3cccnc3)cnc2O[C@@H]1CN(C)Cc1ccc(F)cc1,5,5,-1,0.0,0.0,.,2,1
CC1C(=O)N(Cc2cn(CCC3OCCCO3)nn2)CCS(=O)(=O)N1Cc1ccc(-c2ccc(Cl)cc2)cc1 (configuration not stated),-6,8,10,0.0,-0.3,4,0,0
CC(NC(=S)NC1CCC(C(C)(C)C)CC1)c1ccccc1 (configuration not stated),5,0,-8,-0.1,0.1,-4,-3,0
CCOC(=O)C1CN(S(C)(=O)=O)c2cc(CC(=O)OC)ccc2O1 (configuration not stated),9,.,.,0.5,.,-2,0,2
COc1ccc(/C=C/C(=O)NC(=S)Nc2ccccn2)cc1,2,48*,-3,0.0,.,0,1,11
O=C(C[C@@H]1CC[C@@H](NC(=O)c2ccncc2)[C@@H](CO)O1)NCc1ccncn1,-15,.,.,0.0,-0.6,1,4,5
COc1cccc(C2NC(=O)CCC2[N+](=O)[O-])c1 (configuration not stated),4,-5,0,-0.1,-0.1,-1,-2,5
C=CCNC(=S)N(C)[C@H]1C[C@H]2c3[nH]c4c(-c5ccccc5)cccc4c3CCN2C(=O)[C@H]1[C@H](C)O,4,.,.,0.5,0.4,0,2,-9
Cc1ccc(C)c(NC(=O)COC(=O)c2c(-c3ccccc3)noc2C)c1,3,-4,16,0.1,-3.1,-1,-4,-2
COc1ccc(OC)c(CN2C(=O)c3ccccc3C2c2nnnn2Cc2ccccc2)c1 (configuration not stated),-11,.,.,0.1,1.6,.,-4,-4
